LYP inhibition – PTPN22 lymphoid phosphatase activity blockers – biochemical, fluorescence intensity, uHTS (AID 1779). 290,000 compounds, 0.054% hits. inhibition, % at 11.5 µM; hits with a dose series show IC50 in µM. recombinant LYP phosphatase, fluorescence intensity; higher % means a stronger effect;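 note: plate controls were vehicle with enzyme for no effect and no enzyme for full effect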
Siah-1 displacement – Siah-1 peptide-binding antagonists, primary screen, biochemical, fluorescence polarization, rhodamine-plectin, uHTS (AID 1817); Siah-1 / rhodamine-plectin peptide fluorescence polarization; higher % means a stronger effect; displacement, % at 20 µM, or IC50 in µM where a hit was titrated; 290,000 compounds, 0.02% hits;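 active = displacement of at least 50% at 20 µM, with a fluorescence ratio check between 0.3 and a set limit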;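 note: plate controls were Siah plus tracer with DMSO for no effect and tracer alone without Siah for full effect; strong numbers were not always called active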
HIV fusion peptide – cell-free HIV fusion peptide-binding blockers – biochemical, uHTS, fluorescence dequenching, primary screen (AID 1986). 290,000 compounds, 0.3% hits. one-dose inhibition, % at 20 µM; IC50 in µM for titrated hits. cell-free peptide binding, fluorescence dequenching, 30 min; higher % means a stronger effect; in the data active = inhibition mostly above about 52%, no sharp cut-off; inactive = mostly below about 76%; note: some results filed as inactive read as strong as hits
KOR beta-arrestin-1 – kappa opioid receptor blockers – cell-based, luminescence, uHTS (AID 1778); 290,000 compounds, 0.091% hits; one-dose inhibition, % at 10 µM; IC50 in µM for titrated hits; KOR beta-arrestin recruitment, luminescence, antagonist mode; higher % means a stronger effect; note: strong numbers were not always called active
KOR beta-arrestin-2 – KOR agonists, beta-arrestin recruitment, primary screen, cell-based, luminescence, uHTS (AID 1777). KOR beta-arrestin recruitment, luminescence; higher % means a stronger effect. activation, % at 10 µM; hits with a dose series show EC50 in µM. 280,000 compounds, 0.02% hits; in the data active = activation above about 50%, passing the limit was not always enough; note: a part of the inactive calls stands beside numbers as strong as those of hits
NOD1 inhibition – NOD1 signaling inhibitors, primary screen, cell-based, luminescence, uHTS (AID 1578); NOD1-driven NF-kB luciferase reporter cells, luminescence; higher % means a stronger effect; one-dose inhibition, % at 4 µM; EC50 in µM for titrated hits; 290,000 compounds, 1% hits; in the data active = inhibition mostly above about 36%, no sharp cut-off; inactive = mostly below about 34%;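 note: HEK-293T reporter cells stimulated with the NOD1 agonist gamma-tri-DAP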
NOD2 inhibition – NOD2 signaling inhibitors, cell-based, luminescence, uHTS, HEK293 (AID 1566) | inhibition, % at 4 µM, or EC50 in µM where a hit was titrated | HEK293 NOD2/NF-kB luciferase reporter, luminescence; higher % means a stronger effect | 290,000 compounds, 0.63% hits; note: many of its hits are not listed in these tables
Myeloid diff 2 – promotes myeloid progenitor differentiation. calls only at 10 µM. 360,000 compounds, 1% hits. ER-HoxA9 myeloid progenitors, lysozyme-GFP differentiation, flow cytometry;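 active = normalized GFP-positive differentiation at or above the plate's own cutoff, the solvent-only control mean plus 3 SD; inconclusive = no clear call, values can overlap the other calls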;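 note: cells exposed to compound for four days before flow analysis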
Salmonella PhoP GFP – PhoP-dependent GFP reporter repression – Salmonella Typhimurium, primary screen (AID 1863); 300,000 compounds, 0.16% hits; inhibition, % at 50 µM; hits with a dose series show IC50 in µM; S. Typhimurium PhoP-regulated promoter GFP reporter, 4 h; higher % means a stronger effect;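 active = inhibition over 29.93%, a cutoff 3 SD above the screen mean, later confirmed by dose response; inconclusive = inhibition over 29.93% but no dose response follow-up; inactive = inhibition at most 29.93% or unconfirmed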;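 note: 0% = low Mg2+ inducing control and 100% = high Mg2+ repressing control; strong numbers were not always called active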
Myeloid diff 2 GFP+ MAC1+ % – also measured in Myeloid diff 2; calls as there; GFP+ MAC1+ double positive, %; measured here: differentiation confirmed by MAC1 staining
* = called active by the depositor; i = inactive; ? = inconclusive; . = not tested or not shown; + = active, no number; [ ] = remark or other dose. Cut-off read from the data, not from the text of the source, unless noted: active = inhibition above about 50%; inactive = the rest.

Preview, two compounds:
nr	Molecule	LYP inhibition	Siah-1 displacement	HIV fusion peptide	KOR beta-arrestin-1	KOR beta-arrestin-2	NOD1 inhibition	NOD2 inhibition	Myeloid diff 2	Myeloid diff 2 GFP+ MAC1+ %	Salmonella PhoP GFP
1	COC(=O)c1cnc(NNS(=O)(=O)c2ccc(C(F)(F)F)cc2)nc1C(F)(F)F	1%	0%	-1.5%	6%	1.1%	-7%	8%	i	0.3	-3%
2	CN(CC(=O)N1CCN(c2ccccn2)CC1)S(=O)(=O)c1ccc2ccccc2c1	2%	0%	-1.5%	-8%	1.5%	-3%	-4%	i	8.6	15%

Main list, repeating the preview:
nr	Molecule	LYP inhibition	Siah-1 displacement	HIV fusion peptide	KOR beta-arrestin-1	KOR beta-arrestin-2	NOD1 inhibition	NOD2 inhibition	Myeloid diff 2	Myeloid diff 2 GFP+ MAC1+ %	Salmonella PhoP GFP
1	COC(=O)c1cnc(NNS(=O)(=O)c2ccc(C(F)(F)F)cc2)nc1C(F)(F)F	1%	0%	-1.5%	6%	1.1%	-7%	8%	i	0.3	-3%
2	CN(CC(=O)N1CCN(c2ccccn2)CC1)S(=O)(=O)c1ccc2ccccc2c1	2%	0%	-1.5%	-8%	1.5%	-3%	-4%	i	8.6	15%
3	CCc1cc(C=C(Cl)Cl)oc(=O)c1C	-3%	0%	-2.1%	21%	1.0%	11%	20%	i	8.4	5%
4	CCC(C)N(C(=O)CCC(=O)Nc1cc(C)on1)C(C(=O)NC(C)(C)C)c1ccccc1Cl (stereo not given)	-7%	-3%	-1.1%	12%	-2.5%	-14%	-7%	i	0.2	8%
5	COc1cc(NC(=S)NCc2cccnc2)cc(OC)c1OC	-14%	-4%	0.6%	2%	-2.6%	-10%	-5%	i	0.7	-5%
6	CC(C(=O)Nc1nncs1)N1C(=O)C2C3C=CC(C3)C2C1=O (stereo not given)	-9%	9%	-0.6%	5%	-5.3%	-12%	4%	i	0.9	-10%
7	CCN(CC)S(=O)(=O)c1ccc(OC)c(NC(=O)c2cc(C)on2)c1	-2%	-2%	2.0%	22%	2.1%	-42%	0%	i	0.0	-6%
8	CCc1nn(CC(=O)NCCc2ccc(S(N)(=O)=O)cc2)c(=O)c2cc3sccc3n12	-9%	0%	-1.7%	-21%	3.9%	31%	8%	i	1.3	-24%
9	CCOC(=O)C(=O)Nc1ccccc1C(=O)NCc1ccccc1	-8%	2%	-0.1%	-12%[20 µM]	-4.7%	-13%	17%	i	0.4	-5%
10	Clc1cccc(-c2nnc3sc(-c4ccc5c(c4)OCO5)nn23)c1	4%	4%	-2.9%	10%	6.4%	-16%	1%	.	.	.
11	CCCOc1cccc(C(=O)Nc2cccnc2)c1	-7%	4%	0.8%	9%	-6.5%	-2%	6%	i	2.7	-1%
12	O=C(C1CCN(S(=O)(=O)N2CCOCC2)CC1)N1CCN(Cc2ccc3c(c2)OCO3)CC1	-2%	5%	5.0%	13%	-4.9%	18%	6%	i	0.5	2%
13	CCc1ccc(NC(=O)C2CCCN(S(=O)(=O)c3cccnc3)C2)cc1 (stereo not given)	-11%	2%	0.6%	-35%	0.5%	-5%	19%	i	5.2	-3%
14	O=c1cc(-c2ccc([N+](=O)[O-])cc2)c2ccc(O)cc2o1	-2%	-5%	-3.4%	-1%	-1.7%	37%	36%	i	0.7	-3%
15	CCCCCCC(=O)N=Nc1c(O)[nH]c2ccc([N+](=O)[O-])cc12	2%	-1%	2.7%	-48%	0.0%	20%	15%	i	0.4	8%
16	Cc1c(N2C(=O)c3ccccc3C2=O)c(=O)n(-c2ccccc2)n1C	-8%	-5%	2.2%	-36%	7.6%	12%	-5%	i	0.8	4%
17	CC1=NN(C2=NS(=O)(=O)c3ccccc32)C(C)(O)C1 (stereo not given)	-3%	8%	-0.4%	25%	-1.2%	2%	-1%	i	0.7	-2%
18	O=C(O)CCC(=O)Nc1ccc2c(c1)Cc1cc(NC(=O)CCC(=O)O)ccc1-2	-4%	-10%	4.4%	-34%	5.6%	-17%	-11%	i	0.4	0%
19	COCCN=c1scc(-c2ccc3c(c2)NC(=O)CO3)n1/N=C(\C)c1ccc(O)cc1	8%	-1%	19%	16%	-2.2%	-7%	-3%	i	0.4	0%
20	O=C1CSC2=NCN(c3ccc4c(c3)OCO4)CN12	4%	-1%	0.4%	20%	3.9%	-19%	-7%	i	1.0	6%
21	O=C(NCc1ccco1)/C(=C\c1cccs1)NC(=O)c1cccs1	0%	7%	0.0%	21%	-3.8%	-12%	16%	i	0.9	-9%
22	CCOP(=O)(c1ccccc1)c1nc(-c2ccc(F)cc2)oc1N1CCCCC1 (stereo not given)	5%	3%	1.2%	32%	-2.4%	0%	-7%	i	0.4	7%
23	Cc1nnc(Sc2cc(NCCO)c([N+](=O)[O-])c3nonc23)s1	-3%	77%	0.4%	17%	-9.4%	-27%	17%	i	0.5	-7%
24	O=C(Cc1cccc2ccccc12)Nc1c(F)cccc1F	2%	3%	0.8%	-6%	-3.2%	-19%	-34%	i	0.4	-1%
25	COC(=O)c1c(NC(=O)CN2CCC3(O)CCCCC3C2c2cc(OC)ccc2OC)sc(C)c1C (stereo not given)	10%	3%	-0.3%	-33%	5.0%	-14%	15%	i	0.3	-1%
26	O=C1CN(C(=O)COC(=O)CCSc2ccccc2Cl)c2ccccc2N1	-9%	-4%	-0.8%	6%	-2.7%	3%	11%	+	4.1*	-2%
27	CCN(CC(=O)Nc1ccccc1C(F)(F)F)C(=O)Cc1ccccc1	-9%	0%	1.8%	0%	-0.3%	-8%	-1%	i	0.5	8%
28	O=C(NCCc1nnc2ccc(NCCCN3CCOCC3)nn12)c1ccccc1F	-7%	4%	1.9%	29%	3.1%	-19%	6%	i	3.7	-4%
29	Nc1c2nc(-c3ccccc3)[nH]c(=O)c2nc(=O)n1-c1ccccc1	-6%	4%	-0.5%	22%	3.0%	-8%	5%	i	0.5	-6%
30	C/C(=N\NC(=O)c1ccc(OC2CCCC2)cc1)c1ccc(O)cc1	-6%	-5%	-2.8%	9%	-0.8%	7%	-69%	i	0.4	-4%

(continued)
nr	Molecule	LYP inhibition	Siah-1 displacement	HIV fusion peptide	KOR beta-arrestin-1	KOR beta-arrestin-2	NOD1 inhibition	NOD2 inhibition	Myeloid diff 2	Myeloid diff 2 GFP+ MAC1+ %	Salmonella PhoP GFP
31	O=C(NC1(O)C(=O)c2ccccc2C1=O)c1c(Cl)cccc1Cl	-12%	-2%	-1.3%	25%	-2.2%	-1%	6%	i	0.7	-18%
32	Cc1occc1C(=O)/C(C#N)=C/c1ccc(O)c(Br)c1	-1%	-2%	63%	-10%	0.2%	-16%	17%	i	0.8	8%
33	CCOc1ccc(NCC(=O)Nc2ccc(C)cc2C)cc1	8%	1%	-0.7%	-10%	1.5%	-29%	-10%	i	1.9	-5%
34	Cc1c(Br)c(O)c(Br)c(O)c1/C=N/n1c(-c2ccccc2)n[nH]c1=S	-8%	-4%	63%	5%	-6.3%	21%	-50%	i	0.1	16%
35	O=S(=O)(c1ccccc1)N1CCCC1c1cccs1 (stereo not given)	-10%	6%	-1.4%	24%	-1.9%	-4%	11%	i	0.2	-7%
36	Cc1ccc(-c2nn(-c3ccccc3)cc2C(=O)NCCCN2CCOCC2)cc1	-10%	-5%	-0.7%	-8%	0.2%	-14%	-10%	i	0.8	4%
37	COCCNc1nc(N)c([N+](=O)[O-])c(NCC2CCCO2)n1 (stereo not given)	-4%	0%	-1.0%	-31%	5.9%	-20%	-8%	i	0.6	-9%
38	Cc1cc(C(=O)Nc2ccc(N3CCCC3)c(Cl)c2)ccc1[N+](=O)[O-]	6%	2%	-3.3%	-15%	2.2%	-24%	9%	i	0.4	8%
39	O=C(CCC(=O)N(CC(=O)NC1CCCC1)c1ccc(F)cc1)Nc1nccs1	2%	3%	0.8%	26%	-0.8%	-26%	15%	?	.	-5%
40	COc1cccc(C(=O)NNC(=O)c2ccccc2-n2cccc2)c1	-7%	3%	0.2%	-14%	-5.2%	-28%	-10%	i	0.6	3%
41	CC(C)CNS(=O)(=O)c1ccc(CCC(=O)N2CCN(Cc3ccccc3)CC2)cc1	-3%	-1%	-0.2%	-61%	2.4%	6%	-8%	i	1.1	11%
42	C=CCNC(=O)CN1C(=O)NC(C)(c2ccc(OC)cc2)C1=O (stereo not given)	-6%	4%	0.5%	-6%	-4.9%	-33%	4%	i	0.7	-3%
43	O=C(NC(N1CCOCC1)C(Cl)(Cl)Cl)c1ccc(Br)cc1 (stereo not given)	-4%	11%	4.5%	-3%	1.3%	-18%	0%	i	0.6	0%
44	O=C(NCCN1CCOCC1)C1CCC(=O)N1Cc1ccccc1Cl (stereo not given)	-1%	5%	2.5%	14%	-2.9%	-11%	4%	i	0.8	-5%
45	COc1cccc(OCC(=O)NNC(=O)c2ccc3ccccc3c2)c1	-12%	6%	3.2%	-6%	-2.9%	-31%	11%	i	1.1	-2%
46	O=C(NCc1ccc(F)cc1)c1ccc2c(=O)n3c(nc2c1)CCCCC3	-10%	9%	-0.5%	-13%[20 µM]	-1.9%	-1%	17%	i	2.1	.
47	O=c1cnnc(Nc2cccc(F)c2)[nH]1	-8%	8%	0.4%	-9%	-4.4%	-12%	23%	+	0.4*	-9%
48	Oc1ccc(/C=N/n2c3ccccc3c3ccccc32)cc1	1%	-4%	-0.9%	-67%	-2.5%	-3%	8%	.	.	12%
49	Cc1c(/C(O)=C2\C(=O)C(=O)N(CCN(C)C)C2c2ccco2)cnn1-c1ccccc1 (stereo not given)	-3%	4%	1.2%	8%	-8.6%	10%	22%	i	0.7	-18%
50	c1ccc(-c2cc(N3CCOCC3)nc3ccccc23)cc1	3%	4%	0.0%	16%	5.3%	-12%	9%	i	0.4	-5%
51	Cc1cc(/C=C2/SC(=O)NC2=O)c(C)n1-c1ccc(N2CCOCC2)cc1	8%	5%	20%	.	4.2%	-24%	-5%	i	2.7	-13%
52	COc1ccc(N2C(=NC(=O)C3CC3)SC3CS(=O)(=O)CC32)cc1Cl (stereo not given)	-4%	8%	0.8%	-4%	4.7%	-6%	17%	i	0.8	-6%
53	Cc1cccc(CCNC(=O)CC2C(=O)NCCN2Cc2ccc(F)c(F)c2)n1 (stereo not given)	-12%	-2%	0.4%	-3%[20 µM]	.	11%	-13%	i	0.2	-5%
54	C=CCOn1c(=O)c(-c2ccc(Br)cc2)[n+]([O-])c2ccccc21	-6%	-2%	2.1%	-9%	-0.9%	2%	19%	i	0.8	4%
55	CCC(C)(C)NC(=O)C(c1ccc(C)cc1)N(Cc1ccco1)C(=O)CCC(=O)Nc1nccs1 (stereo not given)	-1%	-3%	2.3%	-56%	3.8%	-8%	4%	i	0.4	-1%

A portion of the library (hit frequency here may not be typical).
